Assay outcomes: PubChem BioAssay, Broad Institute
esBAF inh: SWI/SNF esBAF complex inhibition; mouse ES cells, Bmi1-luciferase knock-in reporter, 24 h; 100% = twice the neutral-well signal; reporter increase, % at 12.5 µM; hit rate 2% among 350,000; AID 602393; in the data active = activation above about 40%;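 note: 0% = median of the plate's neutral control wells and 100% = double that signal; a rise in the Bmi1 reporter signal indicates esBAF inhibition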
ERp5 inh: inhibitors of human ERp5. inhibition, % at 9.99 µM. hit rate 0.05% among 350,000. ERp5 insulin aggregation, absorbance 650 nm, 90 min. AID 651711;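 active = mean replicate inhibition above about 25%, with every replicate also reaching it, limit read from the data, passing the limit was not always enough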
Target sequence (Q15084 whole entry, looked up): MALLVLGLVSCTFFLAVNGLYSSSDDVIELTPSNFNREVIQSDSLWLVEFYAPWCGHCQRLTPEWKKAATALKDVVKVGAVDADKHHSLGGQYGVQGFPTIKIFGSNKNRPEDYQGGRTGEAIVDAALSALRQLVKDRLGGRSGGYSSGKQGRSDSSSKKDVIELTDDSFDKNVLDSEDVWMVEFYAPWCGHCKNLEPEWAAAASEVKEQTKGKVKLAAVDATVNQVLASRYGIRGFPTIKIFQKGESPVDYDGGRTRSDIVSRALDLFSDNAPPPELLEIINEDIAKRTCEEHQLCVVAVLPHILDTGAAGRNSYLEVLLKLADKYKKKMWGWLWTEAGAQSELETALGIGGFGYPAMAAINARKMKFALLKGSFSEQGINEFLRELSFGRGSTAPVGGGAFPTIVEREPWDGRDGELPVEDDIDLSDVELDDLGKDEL
miR122 inh: inhibitors of miR-122 in Huh7 cells; activation (reporter increase), % at 12.5 µM; Huh7 miR-122 Renilla luciferase sensor, 48 h; neutral wells = 0, positive control = 100; hit rate 0.3% among 340,000;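 active = mean replicate activation score at least 90 and every replicate individually at or above 90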;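 note: higher luciferase means less miR-122 activity so hits act as miR-122 inhibitors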
SIRT5 inh: sirtuin-5 (human) deacylase inhibition; Q9NXA8; inhibition, % at 15 µM; Purified SirT5, succinyl-peptide AMC, trypsin-coupled fluorescence; hit rate 1.1% among 330,000; in the data active = inhibition above about 15%
Target sequence (Q9NXA8 whole entry, looked up): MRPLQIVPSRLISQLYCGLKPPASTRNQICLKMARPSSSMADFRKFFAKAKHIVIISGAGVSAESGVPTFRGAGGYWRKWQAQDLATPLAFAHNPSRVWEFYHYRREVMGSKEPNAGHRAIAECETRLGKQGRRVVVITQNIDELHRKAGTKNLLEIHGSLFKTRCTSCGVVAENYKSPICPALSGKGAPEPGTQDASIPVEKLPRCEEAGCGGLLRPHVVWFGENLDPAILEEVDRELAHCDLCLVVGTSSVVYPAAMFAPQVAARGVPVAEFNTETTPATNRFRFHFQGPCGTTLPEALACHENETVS
Cneo AK release: causes C. neoformans cell lysis | hit rate 0.2% among 360,000 | lysis activity, % at 15 µM | adenylate kinase release luminescence, 4 h; normalised: neutral wells 0, clomiphene wells 100 | AID 651654;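 active = mean lysis activity across replicates of at least 80%, whatever share of replicates individually reach that level; inactive = mean lysis activity below 80%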
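Signal: Adenylate kinase release luminescence | Assay system: Log-phase Cryptococcus neoformans yeast cells | Input: Cells at 5 × 10^6 per mL | Buffer or medium: Fresh YPD growth medium | Compound: Single dose | Schedule: Static 4 h at 37 °C with compound, 1 h detection | Controls: Clomiphene | Read-out: Luminescence rise reflecting yeast cell lysis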
ARNT-TACC3 inh: disruptors of human ARNT/TACC3 interaction; Q9Y6A5; AlphaScreen His-ARNT PAS-B/GST-TACC3 binding, luminescence; TACC3 fragment carries E629A point mutation; inhibition, % at 9.99 µM; hit rate 0.66% among 390,000; AID 623870;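 active = mean inhibition of replicates at least 50% and at least half of replicates each reaching 50%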;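 note: 0% = complete ARNT plus TACC3 wells and 100% = ARNT alone without TACC3; many hits fall short of the cut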
Statin myotox sup: suppressors of simvastatin-induced myotoxicity in C2C12 myotubes; hit rate 0.78% among 330,000; rescue of ATP level, % at 7.49 µM; ATP luminescence, 48 h; scaled: DMSO 0, geranylgeraniol control 100;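 active = mean ATP rescue above about 67%, or every replicate alone reaching that limit, limit read from the data, passing the limit was not always enough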;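 note: myotubes were challenged with 10 µM simvastatin during compound exposure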
* marks the source's active call; other numbers are inactive results; . = no result given; & = joins results of further samples; [ ] = remark or other dose. Compounds as they come. Share with any hit: about 4%.

molecule	esBAF inh	ERp5 inh	miR122 inh	SIRT5 inh	Cneo AK release	ARNT-TACC3 inh	Statin myotox sup
CN(Cc1cccc(F)c1)C(=O)CSc1nnc(C2CC2)n1C1CC1	-1	-1	1	0	-8	-6	-4
COc1ccc(S(=O)(=O)Nc2ccc3c(c2)C(=O)N([C@@H](C)CO)C[C@@H](C)[C@H](CN(C)Cc2ccncc2)OCCCC[C@H](C)O3)cc1	1	-3	11[16.7 µM]	17*	53	8	.
O=C(N/N=C/c1oc(O)c2ccccc12)c1ccccc1	24	0	7	4	0	5	4
Cc1nc(SCC(=O)NC2CCCCC2C)nc(C)c1C (stereo unspecified)	0	-8	9	0	-1	-5	0
CC(=O)n1cc([C@@H]2C=C(C(=O)NCc3ccccc3)O[C@H](OCc3ccc(CO)cc3)C2)c2ccccc21	-3	-5&2	11	2	1&-8	-3	28
COc1ccccc1NC(=O)c1nnn(CC(=O)Nc2cc(C)cc(C)c2)c1N	9	-2	.	-1	4	-6	19
C=CCN(C(=O)CCC(=O)Nc1cc(C)on1)C(C(=O)NC1CCCC1)c1ccc(OC)cc1OC (stereo unspecified)	-4	0	0	.	0	-3	-4
Cc1ccc(CCC(=O)Nc2ccc(N(C)C)cc2)o1	11	14	-8	-2	0	4	-13
Cc1ccccc1Nc1c(-c2ccncc2)nc2ccc(Cl)cn12	-8	-9	2	-1	.	-9	38
CC(C)N(Cc1nccn1C)C(=O)CC1C(=O)NCCN1Cc1ccc(F)c(F)c1 (stereo unspecified)	.	4	.	-5	2	-1	.
Cc1cc(NC(=O)CN2CCN(S(=O)(=O)c3ccc(Cl)cc3)CC2)no1	1	.	-4	.	5	5	6
CC(C)[C@H](NC(=O)[C@@H]1CSC2c3ccccc3C(=O)N21)C(=O)NCc1ccncc1 (stereo partly specified)	3	5	-1	-1	-3	1	14
COc1ccccc1Nc1nc(-c2ccc3c(c2)NC(=O)CO3)cs1	35	8	0	1	-1	.	-67
O=S(=O)(c1ccccc1)N(F)S(=O)(=O)c1ccccc1	2	-3	.	0	-1	-2	6
CCOC(=O)Cn1cc(C(=O)C(=O)N2CCOCC2)c2ccccc21	1	2	.	-3	14	-4	-2
CCNc1nc(NCC)nc(OCCOC(=O)COc2ccc(Cl)cc2Cl)n1	-1	.	-4	.	-3	-5	.
O=C(Nc1cc(F)ccc1F)N[C@H]1CC[C@@H](CCn2cc(C3CCCCC3)nn2)O[C@@H]1CO	3	3	.	8	-8	-5	-8
Cc1c(C=O)c2ccccn2c1C(=O)c1ccccc1Cl	4	0	3	-2	-2	-2	2
Cc1cnc2cc(Cl)c(Cl)cc2n1	1	.	-2	.	0	-4	2
COc1cc(NC(=O)COC(=O)CCc2nc3ccccc3c(=O)[nH]2)cc(OC)c1	3	2	5	0	1	-4	3

Single records, from the list above:
Cc1cnc2cc(Cl)c(Cl)cc2n1 as listed: esBAF inh = 1; ERp5 inh = .; miR122 inh = -2; SIRT5 inh = .; Cneo AK release = 0; ARNT-TACC3 inh = -4; Statin myotox sup = 2
CC(C)N(Cc1nccn1C)C(=O)CC1C(=O)NCCN1Cc1ccc(F)c(F)c1 (stereo unspecified) as listed: esBAF inh = .; ERp5 inh = 4; miR122 inh = .; SIRT5 inh = -5; Cneo AK release = 2; ARNT-TACC3 inh = -1; Statin myotox sup = .

Next part:
molecule	esBAF inh	ERp5 inh	miR122 inh	SIRT5 inh	Cneo AK release	ARNT-TACC3 inh	Statin myotox sup
COc1cc(C2NC(C(=O)O)Cc3c2[nH]c2ccccc32)cc(OC)c1OC (stereo unspecified)	-4	.	-1	.	0	-1	-12
COc1ccc(S(=O)(=O)N(C)C[C@H]2Oc3c(NC(=O)Nc4ccc5c(c4)OCO5)cccc3C(=O)N([C@H](C)CO)C[C@@H]2C)cc1	1&-5	-3&4	-2[16.7 µM]	-1&0	-6&-1	7	-7
CCOc1c(Br)cc(C2NS(=O)(=O)N=C3CCCCCN32)cc1OC (stereo unspecified)	-6	.	0	.	3	-2	5
CCC(=O)N(C)C[C@@H]1Oc2cc(/C=C/c3ccccc3)ccc2S(=O)(=O)N([C@@H](C)CO)C[C@H]1C	3	12	12[16.7 µM]	3	0	-1	11
Cc1noc(C)c1S(=O)(=O)N1CCC(C(=O)N2CCN(C(=O)c3ccco3)CC2)CC1	6	.	0	.	-1	-5	-8
Cc1c(C(=O)Nc2ccc(S(=O)(=O)Nc3ncccn3)cc2)oc2ccc(F)cc12	7	1	.	-2	1	.	7
CC(O)(c1ccc(F)c(F)c1)c1nc(-c2ccccc2)cs1 (stereo unspecified)	0	2	-3	-2	2	.	4
O=C(COC(=O)c1ccc(Cl)nc1)Nc1ncc(Cl)cc1Cl	.	-1	.	-2	.	-1	.
O=C(NC1CC2CCCC(C1)N2C(=O)Nc1ccc(Cl)c(C(F)(F)F)c1)C1CC1 (stereo unspecified)	8	.	-4	.	2	-3	5
CCNC(=O)Nc1ccc2c(c1)C(=O)N(C)[C@@H]1CC[C@H](CC(=O)NCc3cccc(F)c3)O[C@@H]1CO2	5	.	21[16.7 µM]	.	0	-43	-11
Cc1ccc(-c2cc(C(F)F)nc3sc4c(=O)[nH]cnc4c23)cc1	-3	-20	.	1	8	-4	-26
Cc1ccc(S(=O)(=O)N(C)C[C@H]2OCc3cn(nn3)CCCC(=O)N([C@@H](C)CO)C[C@H]2C)cc1	4	24	0[16.7 µM]	-1	-14	-3	2
Cc1cccc(C)c1NC(=O)C(C)c1ccc(-c2ccccc2)c(F)c1 (stereo unspecified)	-3	.	.	.	0	6	0
CC1CCN(C(=O)c2cc(S(=O)(=O)N3CCOCC3)ccc2N2CCCC2)CC1	8	4	-3	-2	-1	-1	-2
Cc1ccc(NC(=O)C2CC2C)cc1S(=O)(=O)N1CCOCC1 (stereo unspecified)	.	-3	18	-4	0	-1	-5
CN(C)CCNc1ccc(Cl)cc1[N+](=O)[O-]	.	2	.	-1	.	-2	.
COc1cc2c(cc1OC)CN(c1nc(CN3CCCC3)nc3sc(C)c(C)c13)CC2	.	9	.	-2	.	20	.
COc1cc2nc(CN3CCN(S(=O)(=O)c4ccc(C)c(C)c4)CC3)[nH]c(=O)c2cc1OC	-6	0	-3	.	1	4	0
CN(C(=O)COC(=O)c1ccc(Cl)nc1)c1c(N)n(Cc2ccccc2)c(=O)[nH]c1=O	-9	1	-15	0	0	3	-1
CO[C@@H]1CN(C)C(=O)c2cc(NC(C)=O)ccc2OC[C@@H](C)N(C(=O)Cc2cccnc2)C[C@H]1C	-1	10	.	-4	3	-10	-2
Cc1ccc(C(C)C)c(OCC(O)CN2CCOCC2)c1 (stereo unspecified)	11	.	0	.	.	-7	-8
COc1ccccc1-c1ccc2c(c1)O[C@H](CN(C)C(=O)Nc1ccccc1)[C@@H](C)CN([C@H](C)CO)S2(=O)=O	6	6	1[16.7 µM]	-4	-3	-2	-23
CC(C)NC(=O)CN1CCC(c2ccccc2)C(O)C1 (stereo unspecified)	.	-5	.	-3	.	-1	.
COc1cc(NC(=O)c2cccnc2)c(Cl)cc1NC(=O)c1ccc(Cl)cc1	-8	0	.	.	1	-2	-8
COc1ccccc1S(=O)(=O)N(C)C[C@H]1OCc2cnnn2CCCC(=O)N([C@@H](C)CO)C[C@H]1C	-2&-6	-6&-4	5	-2&-1	0&-1	-9	1&-7
OCCC1CN(Cc2ccc(Oc3ncccn3)cc2)CCN1CCc1ccccc1 (stereo unspecified)	.	2	.	-2	.	-1	.
COc1ccc(OC)c(Nc2nc(NCc3ccco3)c3ccccc3n2)c1	1	3	3	-1	0	2	-50
CCCc1cc(=O)[nH]c(SCC(=O)Nc2cccc(S(=O)(=O)N3CCOCC3)c2)n1	1	3	-9	-1	-1	-27	5
O=C(C[C@@H]1C=C[C@@H](NC(=O)c2ccc(F)cc2)[C@@H](CO)O1)NCc1ccncn1	0	0	.	0	52	-21	13
CCOC(=O)CCCNC(=O)CSc1nc2ccc(OCC)cc2[nH]1	.	1	.	-6	.	-3	.
Cc1ccc(NC(=O)CN2CCCCCC2)cc1Br	2	3	-22	0	-1	-1	-3
O=C(OCc1ccc(Cl)cc1Cl)c1ccncc1	1	.	2	.	-3	-3	-6
CN(C)c1ccc(NC(=O)CN2C(=O)CC(c3ccccc3)=Nc3ccccc32)cc1	-6	.	-9	.	-1	5	29
CCOC(=O)c1c(C)[nH]c(C2=NNC(=Nc3ccc(OCC)cc3)SC2)c1C	-2	.	-16	.	.	-1	13
COc1ccc2[nH]cc(CCNS(=O)(=O)Cc3ccccc3)c2c1	1	2	-1	4	-2	8	-1
COc1ccc(OC)c(S(=O)(=O)N2CCCC(C(=O)NCc3ccccn3)C2)c1 (stereo unspecified)	3	0	1	-2	1	7	-4
O=C(NCc1ccco1)c1cccc(S(=O)(=O)N2CCCC2)c1	-9	-7	-2	.	-4	-1	33
CCOc1ccc(NC(=O)c2cc3cc4ccc(OC)cc4nc3o2)cc1	.	.	-3	.	2	2	.
CN1C(=O)c2cc(NC(=O)Nc3cccc(Cl)c3)ccc2OC[C@H]2O[C@@H](CC(=O)NCCc3ccncc3)CC[C@H]21	3	0	-32[16.7 µM]	1	59	2	18
COc1ccc(Br)cc1CNC(=O)CCc1nc(-c2ccccc2F)no1	-1	.	2	.	1	-7	.
CC(NC(=O)c1ccco1)C(=O)N1CCCCC1 (stereo unspecified)	-3	1	.	1	-1	-7	5
CCOc1cc(N2CCOCC2)c(OCC)cc1NC(=O)CN1C(=O)NC(CC(C)C)C1=O (stereo unspecified)	.	-4	1	-2	.	-1	.
CCC(C)N(C(=O)CSc1nnc(C)n1C)C1CCS(=O)(=O)C1 (stereo unspecified)	.	1	4	-1	.	-3	.
CNS(=O)(=O)c1ccc(CCC(=O)N2CCOCC2)cc1	-1	-1	5	-6	3	-4	3
O=C(/C=C/c1ccc([N+](=O)[O-])cc1)OCC(=O)N1CCOCC1	3	6	-3	.	-1	-3	5
O=C(Nc1ccccc1)c1nc[nH]c1C(=O)Nc1ccccc1F	-4	-3	0	-1	0	.	9
COCC(=O)N1CC[C@@H]2[C@H]1c1cc(-c3ccc(F)cc3)ccc1N(C)[C@H]2CO	1	1	3[16.7 µM]	-1	-6	-10	-29
O=c1oc2ccccc2n1Cc1cccc(F)c1	6	-1	-1	3	1	1	-2
CCN(CC(=O)Nc1ccc(S(=O)(=O)N2CCOCC2)cc1)Cc1ccccc1	.	9	18	-3	.	-3	.
C[C@@H]1CN([C@@H](C)CO)C(=O)c2cccc(NC(=O)Nc3ccc(F)cc3)c2O[C@@H]1CN(C)Cc1ccc(Cl)c(Cl)c1	8	-4	-8[16.7 µM]	9	-4	7	-32
Cc1ccccc1NC(=O)CSc1nccn1Cc1ccco1	7	1	1	-2	1	.	2
Cc1ccc(OCCCSc2ncccn2)cc1C	70*	.	-4	.	0	-6	-3
CCCN1C[C@@H](C)[C@H](OC)CN(C)C(=O)c2cc(NC(=O)NC3CCCCC3)ccc2OC[C@@H]1C	-3	-1	1[16.7 µM]	4	-2	-2	-9
Cc1cc2c3c([nH]c2cc1S(=O)(=O)NCc1ccc(CN2CCCCCC2)o1)CC(C)(C)CC3=O	1	0	9	-5	-3	3	-30
CO[C@H]1CN(C)C(=O)c2ccc(NS(C)(=O)=O)cc2OC[C@@H](C)N(Cc2nccs2)C[C@H]1C	-1	3	.	0	-1	-1	9
O=C(Nc1ccc(Br)c(C(F)(F)F)c1)c1ccccc1	.	0	.	2	.	-8	.
O=C(COC(=O)CCCSc1nc2ccccc2[nH]1)Nc1ccc(Oc2ccccc2)cc1	.	0	.	-7	.	-14	.
COC(=O)c1ccccc1NC(=O)CSc1nc(O)c(-c2ccccc2)c(=O)[nH]1	.	8	.	6	.	-10	.
